# High-throughput results as filed in PubChem.
# POLH inh: blocks human DNA polymerase eta activity; 390,000 tested, 1.2% active; recombinant Pol eta, fluorescent DNA replication assay; Q9Y253; Potency, µM (doses to about 114 µM), for inactives: top-dose activity change, negative = inhibition, hits mostly inhibitors; further: on the % scale 0 is the no-effect control and ±100 the full control effect
#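 Pol eta at 10 nM preincubated with compounds 15 min at room temperature; reaction started with fluorescent substrate (50 nM final) and read kinetically at 0 and 10 min.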
# APEX1 inh: APE1 (human) endonuclease inhibition. Potency, µM (series often up to 65.8 µM), without a hit: top-dose activity change, negative = inhibition, usual class: inhibitors. AID 2517. 350,000 tested, 0.35% active. P27695. recombinant APE1, TAMRA/BHQ-2 abasic DNA cleavage fluorescence;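 further: plate controls were vehicle for no effect and reference inhibitor for full effect; nearly all actives have a fitted effect of over 55% in size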
# Target sequence (P27695 whole entry, looked up): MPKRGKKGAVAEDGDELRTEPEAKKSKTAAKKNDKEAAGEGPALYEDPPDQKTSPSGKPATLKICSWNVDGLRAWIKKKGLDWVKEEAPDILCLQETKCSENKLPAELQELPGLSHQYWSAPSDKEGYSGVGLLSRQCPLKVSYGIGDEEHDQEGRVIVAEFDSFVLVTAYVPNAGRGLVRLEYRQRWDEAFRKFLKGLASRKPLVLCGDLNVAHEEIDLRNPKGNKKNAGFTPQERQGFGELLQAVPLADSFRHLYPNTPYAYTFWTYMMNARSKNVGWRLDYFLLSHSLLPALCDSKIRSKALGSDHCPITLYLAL
#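 Quantitative HTS: incision of a TAMRA/BHQ-2 double-stranded substrate bearing a tetrahydrofuran abasic site by 0.75 nM APE1 raises fluorescence. Substrate 50 nM final, added after 15 min compound preincubation at room temperature; progress as third-minus-first kinetic read difference.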
# BLM inh: Bloom syndrome helicase (human) inhibition; recombinant BLM DNA unwinding, fluorescence dequenching; Potency, µM (titrated, usually from 56.1 µM), without a hit: top-dose activity change, negative = inhibition, usual class: inhibitors; P54132; 350,000 tested, 0.2% active;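 further: plate controls were vehicle for no effect and no enzyme for full effect; nearly all actives have a fitted effect of over 35% in size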
# Pol kappa inh: blocks human DNA polymerase kappa activity. Potency, µM (titrated, usually from 107 µM), for the others: at the highest dose activity, negative = inhibition, usual class: inhibitors. 400,000 tested, 0.53% active. purified Pol kappa, fluorescent DNA synthesis assay, 10 min. Q9UBT6; further: on the % scale 0 is the no-effect control and ±100 the full control effect
#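 Activity was followed as the change in fluorescence between reads at 0 and 10 min after starting the reaction with 50 nM substrate. Beforehand, 10 nM polymerase had been preincubated with compound for 15 min at room temperature.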
# G9a block: blocks human histone lysine methyltransferase G9a. Q96KQ7. G9a H3K9 monomethylation, AlphaScreen, 2 h. 350,000 tested, 8.8% active. Potency, µM (doses to about 102 µM), for inactives: top-dose activity, negative = inhibition, usual class: inhibitors; further: on the % scale 0 is the no-effect control and ±100 the full control effect; nearly all actives have a fitted effect of over 75% in size
# Target sequence (Q96KQ7 913-1193 limits assumed): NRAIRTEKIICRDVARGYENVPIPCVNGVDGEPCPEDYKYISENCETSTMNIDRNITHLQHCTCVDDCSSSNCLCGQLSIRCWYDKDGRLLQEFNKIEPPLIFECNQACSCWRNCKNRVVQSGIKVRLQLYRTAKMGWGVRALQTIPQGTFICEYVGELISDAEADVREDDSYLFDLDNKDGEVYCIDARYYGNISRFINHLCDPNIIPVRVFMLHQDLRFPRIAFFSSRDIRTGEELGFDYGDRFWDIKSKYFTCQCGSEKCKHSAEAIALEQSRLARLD
#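 Signal arises when biotinylated H3K9 peptide, once monomethylated, bridges streptavidin donor and antibody-captured acceptor beads. Enzyme at 20 nM was preincubated 15 min with test compounds; peptide 500 nM and SAM 20 uM then reacted for 2 h.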
# JMJD2A Tudor inh: blocks the human JMJD2A Tudor domain; O75164; AlphaScreen JMJD2A-Tudor / H3K4me3 peptide binding; Potency, µM (doses to about 114 µM), without a hit: at the highest dose activity change, negative = inhibition, hits mostly inhibitors; 390,000 tested, 4.4% active; AID 504339; further: on the % scale 0 is the no-effect control and ±100 the full control effect; nearly all actives have a fitted effect of over 50% in size
# POLB inh: inhibitors of human DNA polymerase beta. P06746. Pol beta primer extension/strand displacement, fluorescence kinetic. Potency, µM (highest dose often 114 µM), for the others: at the top dose activity change, negative = inhibition, hits mostly inhibitors. 340,000 tested, 1.3% active. AID 485314; further: on the % scale 0 is the no-effect control and ±100 the full control effect
#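 Curves were derived by four-parameter Hill fits of normalized qHTS data. The kinetic fluorescent primer-extension read was taken at 0 and 10 min after 50 nM substrate, following a 15 min room-temperature preincubation of 10 nM enzyme with compounds.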
# BAZ2B block: BAZ2B (human) inhibition; Potency, µM (series often up to 114 µM), for the others: at the top dose activity change, negative = inhibition, usual class: inhibitors; AID 504333; 360,000 tested, 4.4% active; Q9UIF8; AlphaScreen BAZ2B-H3K14Ac peptide displacement; further: on the % scale 0 is the no-effect control and ±100 the full control effect; nearly all actives have a fitted effect of over 60% in size
#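 Multi-concentration screen (max 110 uM) measuring displacement of acetylated histone H3 peptide from BAZ2B by AlphaScreen, using 50 nM protein, 50 nM peptide and 10 ug/mL streptavidin donor plus Ni-chelate acceptor beads.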
# Pol iota inh: DNA polymerase iota (human) inhibition; Pol iota fluorescent replication assay, 10 min; Potency, µM (top dose mostly 115 µM), for inactives: at the top dose activity, negative = inhibition, usual class: inhibitors; 390,000 tested, 1% active
#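 Pol iota at 10 nM preincubated 15 min with compounds at room temperature; reaction started with fluorescent substrate, 50 nM final. Fluorescence read kinetically at 0 and 10 min; buffer-only wells as negative control.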
# * hit, by the source's call; ? = inconclusive; nt = no result given; [ ] = another dose, or the depositor's remark. The call rests on the fitted dose curve; in most records, active means well fitted curve in the direction sought with a large enough effect; inconclusive means small, poorly fitted or top-dose-only effect, or another doubt; inactive means no such curve, though single readings can be large; an effect the other way counts as inactive or inconclusive. Potency means the concentration at half of the fitted maximal effect. An excerpt (hit frequency here may not be typical).
# Results follow in this order: POLH inh | APEX1 inh | BLM inh | Pol kappa inh | G9a block | JMJD2A Tudor inh | POLB inh | BAZ2B block | Pol iota inh
> CCN1/C(=C/c2ccc3cc(C)ccc3[n+]2CC)Sc2cc(C)ccc21
    ? | 9% | 3% | -18% | 22µM* | ? | ? | 40µM* | ?
> c1ccc(CCNc2nc3ccccc3n3nnnc23)cc1
    -13% | 0% | -3% | -11% | -16%[12.7 µM] | -11% | -21% | -3% | 26%
> Cc1ccccc1NC(=O)C1CCN(C(=O)c2ccc(F)cc2)CC1
    -16% | nt | -3% | -17% | 3%[59 µM] | -6% | 2% | 5% | 30%[activator]
> CCCn1c(CCC(=O)O)ccc1-c1ccc(F)cc1
    -1% | 0% | -2% | -3% | -35%[59 µM] | ? | -11% | ? | 7%
> O=C(Nc1ccc(Cl)cn1)Nc1ccccc1Cl
    -18% | 12% | -5% | 3% | 27%[59 µM] | ? | 10% | -7% | 52%[activator]
> Cc1cc(Cl)ccc1C(=O)C1CCCN(C(=O)/C=C/c2cnn(C)c2)C1 (stereo not given)
    -12% | 3% | -1% | 12% | ? | 2% | 3% | -2% | 7%
> COc1ccc(C2Nc3cccc4cccc(c34)N2)cc1
    -7% | -4% | -1% | -1% | 35µM* | ? | 1% | 40µM* | 17%
> CCN1CCCC1CNC(=O)c1ccc(N2CCCC2=O)cc1 (stereo not given)
    0% | 3% | -1% | -27% | -5%[59 µM] | -5% | 8% | 11% | 10%
> c1ccc(-c2nc(NCc3ccco3)c3oc4ccccc4c3n2)cc1
    -2% | -7% | -10% | -14% | ? | 89µM* | 16% | ? | -8%
> COc1ccc(-n2nc3cc(C)c(NC(=O)C(C)C)cc3n2)cc1
    nt | 12% | -2% | nt | 16%[59 µM] | nt | 30% | 21% | nt
> COC(=O)c1[nH]c2ccccc2c1NC(=O)CN1CCN(C/C=C/c2ccccc2)CC1
    -11% | -8% | -8% | -11%[60.1 µM] | ? | ? | -1% | -32% | 0%
> C[C@H](CO)N1C[C@H](C)[C@@H](CN(C)C(=O)Nc2ccccc2)Oc2ccc(NS(=O)(=O)c3ccccc3)cc2C1=O
    -2% | 26% | nt | 13% | nt | 4% | nt | nt | 4%
> CC(C)C(NC(=O)c1ccc(C(C)(C)C)cc1)C(=O)NC1=NCCS1 (stereo not given)
    -9% | -2% | -2% | -6% | 6%[59 µM] | -17% | -1% | 0% | 5%
> Cc1ccc(NC(=O)c2c(C)nc3ccccn23)cc1C
    -3% | 1% | 3% | -20% | 21% | -15% | -7% | -7% | 30%
> O=C(Nc1ccc(F)c(F)c1)C1CCCN1S(=O)(=O)c1ccc(F)cc1 (stereo not given)
    -5% | 9% | -5% | 2% | 7% | 9% | 1% | -1% | ?
> CCOC(=O)c1cc(S(=O)(=O)Nc2c(C)cc(C)cc2C)[nH]n1
    -4% | nt | 0% | -1%[60.1 µM] | 18µM* | -29% | 0% | ? | 10%
> COc1ccc(NC(=S)NC(C)Cc2cccs2)cc1 (stereo not given)
    -15% | 1% | -6% | 7% | -29% | -8% | -14% | ? | 14%
> COc1ccc(C(=O)Nc2nc(C)cc(C)n2)cc1[N+](=O)[O-]
    -23% | 7% | -2% | -16% | 7%[59 µM] | -8% | 34% | 0% | 4%
> CN(CCOc1ccccc1)Cc1nc2cc(Cl)ccc2c(=O)[nH]1
    -11% | 0% | -1% | -15% | 2% | -24% | -7% | -23% | 41%[activator]
> CCNNC(=O)C(O)(Cc1ccccc1)Cc1ccccc1
    -15% | 32% | 1% | 1% | -1% | -1% | -2% | 2% | 3%
> CC1Cc2cc(C3(O)C(=O)c4ccccc4C3=O)ccc2N1 (stereo not given)
    -8% | -2% | -7% | 0% | -5%[59 µM] | -15% | 6% | 1% | 4%
> Cn1c(SCC(=O)N2CCOCC2)nnc1-c1ccc2ncccc2c1
    -1% | 9% | -1% | -11% | -13%[59 µM] | -9% | 28% | 1% | 5%
> Cc1cc(NC(=O)c2cccc(Br)c2)no1
    -12% | nt | nt | 4% | nt | -10% | nt | nt | 40%[activator]
> Cc1ccc(-c2nnc(SCC(=O)N(CC(C)C)c3c(N)n(Cc4ccccc4)c(=O)[nH]c3=O)n2N)cc1
    0% | -21% | -8% | -6% | -9% | -4% | -1% | -6% | 16%
> CCN(CC)S(=O)(=O)c1ccc2oc(C(=O)NCc3ccc(C)cc3)c(C)c2c1
    0% | -4% | -8% | -11% | ? | -13% | -2% | 5% | 13%
> Cc1c(C(=O)NCCN2C(=O)S/C(=C\c3cccnc3)C2=O)cccc1[N+](=O)[O-]
    0% | -6% | -2% | 10% | 7% | -12% | 4% | -2% | 13%
> COc1cc(C(=O)CSc2nccn2C)cc(OC)c1OC
    -13% | 10% | 0% | 6% | -19% | -11% | 3% | 2% | 39%[activator]
> COc1ccccc1-n1c(=O)c2c3c(sc2n2c(=S)[nH]nc12)CCC3
    -10% | -5% | -6% | ? | 3.2µM* | 14µM* | -5% | -30% | 1%
> O=C(O)CC(NC(=O)c1cccc([N+](=O)[O-])c1)c1ccc2c(c1)OCO2 (stereo not given)
    -18% | 10% | -2% | -3% | ? | -7% | 4% | 9% | 42%[activator]
> O=C(Nc1ccccc1)NC1(C(=O)N2CCC(O)CC2)CCCCC1
    4% | -3% | 1% | -17% | 23% | 1% | 52% | 5% | 13%
> O=C(c1cnc(Cl)c(Cl)c1)N1CCN(S(=O)(=O)c2ccc(F)cc2)CC1
    -19% | -5% | -15% | 2% | 1% | -16% | 39% | -9% | 28%
> O=[N+]([O-])c1cc(S(=O)(=O)CCCN2CCOCC2)ccc1F
    -6% | -2% | -2% | 5% | 1% | -10% | -1% | -27% | -9%
> O=c1[nH]ncc(NCc2ccc(Cl)cc2)c1Cl
    -12% | -4% | 1% | 5% | 5% | -4% | 2% | -17% | 2%
> O=C(CCc1ccccc1)NC(NC(=S)Nc1cccc(Cl)c1)C(Cl)(Cl)Cl (stereo not given)
    6% | -2% | -7% | -5%[60.1 µM] | -23%[59 µM] | 3% | 15% | -5% | 2%
> COc1ccc(OC)c(S(=O)(=O)N2CCC(C(=O)NCc3ccccc3OC)CC2)c1
    -6% | 0% | -5% | -6% | ? | -9% | -11% | 4% | -3%
> O=C(NC1CCCCC1)C(c1ccc(O)cc1)N(CC1CCCO1)C(=O)C1COc2ccccc2O1 (stereo not given)
    ? | -9% | -9% | -18% | 0% | ? | ? | ? | ?
> CCOC(=O)c1ccc(NC(=O)Cn2nc3c4ccccc4n(Cc4cccc(F)c4)cc-3c2=O)cc1
    -8% | nt | -7% | 7% | 7%[59 µM] | 1% | -3% | -3% | 16%
> CCC(Cn1nnc2ccccc2c1=O)NC(=O)Nc1cccc(Cl)c1 (stereo not given)
    -9% | nt | -2% | -15% | -5%[59 µM] | -17% | -2% | 2% | -23%
> O=C(Cc1ccc(Br)cc1)c1ccc(O)cc1O
    -20% | -3% | -7% | -5% | -15%[59 µM] | -15% | 7% | -4% | 11%
> O=C1Nc2ccc([N+](=O)[O-])cc2OC1CCN1CCN(Cc2ccc3c(c2)OCO3)CC1 (stereo not given)
    -27% | ? | -8% | -2% | ? | ? | 86% | ? | 71%[activator]
> COc1cc(NC(=O)CN2CCC(Cc3ccccc3)CC2)c(C)cc1[N+](=O)[O-]
    ? | 2% | -12% | -12% | 8%[59 µM] | -33% | ? | -33% | 6%
> CCSc1nnc(NC(=O)CSC2=NN3CCCC(=O)N=C3S2)s1
    0% | -3% | -3% | -12% | -26% | -21% | -10% | -26% | 15%
> Cc1ccc(S(=O)(=O)N2CCN(c3ccccc3)CC2)s1
    -21% | -12% | nt | -4% | nt | -8% | nt | nt | 20%
> Cc1cn2c(=O)c(C(=O)NCc3ccc4c(c3)OCO4)cnc2s1
    -16% | 24% | nt | 2% | 3%[59 µM] | -1% | nt | -4% | 8%
> CC(=O)Nc1ccc2c(c1)nc(CCN1CCOCC1)n2C
    13% | 13% | -1% | -7% | -33% | -9% | 23% | 10% | 10%
> Cc1cccc(N2CC(c3nc4ccccc4n3CCC3CCCCC3)CC2=O)c1 (stereo not given)
    -24% | nt | -2% | 0% | ? | 1% | 2% | 0% | 35%[activator]
> O=C(NCc1ccncc1)c1nnc(Cc2c(F)cccc2Cl)o1
    -5% | 1% | -4% | -2% | ? | -5% | 18% | -26% | -2%
> S=C(Nc1ccccc1Cl)N1CCCC1
    -12% | 1% | -1% | -7% | 7% | -9% | 20% | 3% | 3%
> O=C(CCSCCc1ccncc1)NCCCN1CCOCC1
    -14% | 0% | -3% | -8% | 1% | -13% | 1% | 3% | 13%
> COc1ccccc1OCCCCN1CCN(C(c2ccccc2)c2ccccc2)CC1
    -19% | 7% | -9% | -9% | -11%[59 µM] | ? | -2% | ? | 180%[activator]

# Compound profiles, as listed above. Screens in order: POLH inh	APEX1 inh	BLM inh	Pol kappa inh	G9a block	JMJD2A Tudor inh	POLB inh	BAZ2B block	Pol iota inh
# COc1ccccc1OCCCCN1CCN(C(c2ccccc2)c2ccccc2)CC1 is listed with -19%	7%	-9%	-9%	-11%[59 µM]	?	-2%	?	180%[activator]
# O=C(NCc1ccncc1)c1nnc(Cc2c(F)cccc2Cl)o1 is listed with -5%	1%	-4%	-2%	?	-5%	18%	-26%	-2%

# (cont.)
# Results follow in this order: POLH inh | APEX1 inh | BLM inh | Pol kappa inh | G9a block | JMJD2A Tudor inh | POLB inh | BAZ2B block | Pol iota inh
> Cc1nc2ccc(S(=O)(=O)NC(C(=O)NCc3cccs3)C(C)C)cc2s1 (stereo not given)
    -17% | 2% | -2% | 2% | -39% | -30% | 0% | -14% | 11%
> Cc1c(Cl)cccc1NC(=O)CNS(=O)(=O)c1cccs1
    -12% | nt | 0% | -7%[60.1 µM] | 8%[59 µM] | -1% | -16% | 2% | 16%
> CCOC(=O)N1CCN(S(=O)(=O)/C=C/c2ccccc2)CC1
    -6% | -1% | 3% | 2% | 15% | -4% | 0% | 24% | 4%
> COc1cc(CNc2ccc3[nH]c(=O)[nH]c3c2)cc(Br)c1OCC(=O)NC(C)(C)C
    -4% | -1% | -7% | -11% | -12%[12.7 µM] | 56µM* | 5% | 40µM* | 0%
> Cc1cccc(C(=O)NCCCNC(=O)c2cccc(C)c2)c1
    -6% | 36% | 0% | -6% | 21% | -2% | -8% | -18% | 151%[activator]
> Cc1c(C(=O)O)oc2ccc(S(=O)(=O)NCc3ccc4c(c3)OCO4)cc12
    ? | 10% | -3% | -1% | -1% | -12% | 41% | -7% | 8%
